# From PubChem
# Pemphigus Ab inh: inhibitors of pemphigus antibody binding to DSG3, primary screen, biochemical, bead-based, flow cytometry, scFv-GFP. Desmoglein-3 (Homo sapiens), P32926. DSG3-coupled beads, scFv-anti-DSG3-GFP binding; active compounds read low. binding (percent of control), % at 10 µM. 310,000 tested, 0.48% active;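 active = binding more than 3 SD below its plate's average and above zero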;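 also: hits lower antibody fragment binding to DSG3; some compounds called inactive have numbers as strong as hits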
# phage Ecoli inh: growth loss of phage-infected E. coli, primary screen, RecBCD inhibitor project, absorbance, with phage, HTS. AID 651602, 2012. inhibition, % at 11.9 µM. 360,000 tested, 0.26% active; in the data active = inhibition above about 11%
# PKA-R1A activ: activators of PKA-R1A holoenzyme, primary screen, biochemical, fluorescence polarization, Cy5-IP20, bovine R1A, mouse PKAc. cAMP-dependent protein kinase type I-alpha regulatory subunit (Bos taurus) + …. PKA-R1A dissociation; scaled: DMSO 0%, 113 µM cGMP 100%. activation, % at 11.4 µM. 340,000 tested, 0.083% active;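 active = percent activation above the mean of all tested compounds plus 3 SD, cut at about 19% in these data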;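 also: higher means more PKAc released from R1A so a rise in polarization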
# PfHsp90 yeast 2: growth inhibition of PfHsp90-expressing yeast, primary screen, antimalarial PfHsp90 inhibitor project, S. cerevisiae, BacTiter-Glo luminescence, single point, set 2; BacTiter-Glo ATP, 48 h; yeast lacking PDR1 and PDR3 efflux regulators; inhibition, % at 9.4 µM; 310,000 tested, 0.32% active;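 active = every replicate shows inhibition above about 80%, whatever the replicate mean, limit read from the data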;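 also: 0% = DMSO neutral controls and 100% = 20 µM radicicol positive controls; yeast relying on Plasmodium falciparum Hsp90 in place of its own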
# Active calls of the source: *; . = not tested or not shown. Not all compounds are listed; count on the stated rates, not on these rows.
no.	molecule	Pemphigus Ab inh	phage Ecoli inh	PKA-R1A activ	PfHsp90 yeast 2
1	CCCCCC(=O)N1C[C@H](O)[C@@H](n2cc(-c3ccc(F)cc3)nn2)C[C@@H]1c1ccc(C)cc1	98	1.9	-8	.
2	O=[N+]([O-])c1ccc(Sc2ccncn2)c([N+](=O)[O-])c1	107	1.2	14	.
3	C[C@@H]1CN([C@@H](C)CO)C(=O)CCCn2cc(nn2)CO[C@H]1CN(C)S(=O)(=O)c1ccc(C#N)cc1	106	1.5	7	.
4	CC(CO)NS(=O)(=O)c1cccc(Cl)c1F (stereo unspecified)	98	3.6	-9	.
5	COc1ccc(C(=O)O)cc1S(=O)(=O)Nc1cc(C(F)(F)F)ccc1N1CCCCC1	107	2.9	-2	.
6	COc1c2c(c(OC)c3ccccc13)[C@@]1(OC2)O[C@H](CCO)C[C@H](O)[C@H]1O	105	0.2	6	.
7	O=C(Nc1ccccc1[N+](=O)[O-])OCC=Cc1ccccc1	107	1.3	9	.
8	CSCc1ccc(C(=O)OCC(=O)NC2CCCC2)o1	98	2.3	1	.
9	CCCCCCNC(=O)O[C@H]1C[C@@H]2C(=O)N(c3ccccc3)C(=O)[C@@H]2[C@@H]2CN(S(=O)(=O)c3ccc(C)cc3)C[C@]12O	108	1.2	-13	.
10	C[C@@H]1CN([C@@H](C)CO)C(=O)CCCn2nncc2CO[C@H]1CN(C)Cc1ccc(C(F)(F)F)cc1	103	0.7	7	.
11	COc1ccc(CCN2CC(C(=O)NCc3cccc(F)c3)CCC2=O)cc1 (stereo unspecified)	104	4.5	0	.
12	Cc1c(Cl)cccc1N=C1NC(=O)CS1	108	1.8	2	.
13	Cc1ccc(NC(=O)CSC(C)C(=O)OCc2cc(=O)oc3cc(O)ccc23)cc1 (stereo unspecified)	99	2.5	0	.
14	C[C@H](NC(=O)c1ccccc1)C(=O)OCC(=O)Nc1ccc(Cl)cn1	105	2.9	10	.
15	CCOc1ccc(NC(=O)CSc2nc3cc(C(=O)NCC4CCCO4)ccc3c(=O)n2CC2CCCO2)cc1 (stereo unspecified)	94	4.5	5	.
16	CN1OC[C@@H]2CN(C(=O)c3ccc(-c4ccccc4)cc3)[C@H](c3ccc(-c4cccc(F)c4)cc3)C[C@@H]21	99	-1.4	-3	.
17	COCC(=O)N(C)[C@H]1C[C@H]2c3cc(N4CCN(C)CC4)ccc3CCN2C(=O)[C@H]1[C@H](C)O	106	-1.8	1	-2
18	C[C@H](O)[C@@H]1C(=O)N2CCc3ccc(-c4cccc(F)c4)cc3[C@@H]2C[C@@H]1N(C)C(=O)C(C)(C)C	101	1.0	-3	-4

# 2 entries from above, with two lines to a compound:
# Every second line gives: Pemphigus Ab inh	phage Ecoli inh	PKA-R1A activ	PfHsp90 yeast 2
16. CN1OC[C@@H]2CN(C(=O)c3ccc(-c4ccccc4)cc3)[C@H](c3ccc(-c4cccc(F)c4)cc3)C[C@@H]21
→ 99	-1.4	-3	.
17. COCC(=O)N(C)[C@H]1C[C@H]2c3cc(N4CCN(C)CC4)ccc3CCN2C(=O)[C@H]1[C@H](C)O
→ 106	-1.8	1	-2

# Grouped by structure, the compounds so far with a carbonyl joined to an NH by a bond outside any ring (seven)
no.	molecule	Pemphigus Ab inh	phage Ecoli inh	PKA-R1A activ	PfHsp90 yeast 2
7	O=C(Nc1ccccc1[N+](=O)[O-])OCC=Cc1ccccc1	107	1.3	9	.
8	CSCc1ccc(C(=O)OCC(=O)NC2CCCC2)o1	98	2.3	1	.
9	CCCCCCNC(=O)O[C@H]1C[C@@H]2C(=O)N(c3ccccc3)C(=O)[C@@H]2[C@@H]2CN(S(=O)(=O)c3ccc(C)cc3)C[C@]12O	108	1.2	-13	.
11	COc1ccc(CCN2CC(C(=O)NCc3cccc(F)c3)CCC2=O)cc1 (stereo unspecified)	104	4.5	0	.
13	Cc1ccc(NC(=O)CSC(C)C(=O)OCc2cc(=O)oc3cc(O)ccc23)cc1 (stereo unspecified)	99	2.5	0	.
14	C[C@H](NC(=O)c1ccccc1)C(=O)OCC(=O)Nc1ccc(Cl)cn1	105	2.9	10	.
15	CCOc1ccc(NC(=O)CSc2nc3cc(C(=O)NCC4CCCO4)ccc3c(=O)n2CC2CCCO2)cc1 (stereo unspecified)	94	4.5	5	.
